AMPAR-TARP mod: GluA2-stargazin AMPA receptor complex modulation | hit rate 3.5% among 40,000 | calls only at 30 µM | O88602+P19491 | HEK293 GluA2+stargazin, membrane potential dye (FDSS), glutamate EC50; hits were called plate by plate, in both directions;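 active = any of four per-well response measures lying three or more SD from its plate-wide compound average, in either direction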
Target sequence (O88602 whole entry, looked up): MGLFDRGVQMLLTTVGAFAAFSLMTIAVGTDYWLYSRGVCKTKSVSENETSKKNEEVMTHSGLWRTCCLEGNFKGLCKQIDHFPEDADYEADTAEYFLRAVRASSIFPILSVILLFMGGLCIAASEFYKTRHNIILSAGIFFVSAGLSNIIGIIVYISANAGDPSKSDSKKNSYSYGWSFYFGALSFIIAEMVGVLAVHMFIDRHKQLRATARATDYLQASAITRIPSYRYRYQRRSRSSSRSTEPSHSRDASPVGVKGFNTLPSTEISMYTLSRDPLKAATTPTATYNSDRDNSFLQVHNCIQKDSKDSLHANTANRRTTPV
Target sequence (P19491 whole entry, looked up): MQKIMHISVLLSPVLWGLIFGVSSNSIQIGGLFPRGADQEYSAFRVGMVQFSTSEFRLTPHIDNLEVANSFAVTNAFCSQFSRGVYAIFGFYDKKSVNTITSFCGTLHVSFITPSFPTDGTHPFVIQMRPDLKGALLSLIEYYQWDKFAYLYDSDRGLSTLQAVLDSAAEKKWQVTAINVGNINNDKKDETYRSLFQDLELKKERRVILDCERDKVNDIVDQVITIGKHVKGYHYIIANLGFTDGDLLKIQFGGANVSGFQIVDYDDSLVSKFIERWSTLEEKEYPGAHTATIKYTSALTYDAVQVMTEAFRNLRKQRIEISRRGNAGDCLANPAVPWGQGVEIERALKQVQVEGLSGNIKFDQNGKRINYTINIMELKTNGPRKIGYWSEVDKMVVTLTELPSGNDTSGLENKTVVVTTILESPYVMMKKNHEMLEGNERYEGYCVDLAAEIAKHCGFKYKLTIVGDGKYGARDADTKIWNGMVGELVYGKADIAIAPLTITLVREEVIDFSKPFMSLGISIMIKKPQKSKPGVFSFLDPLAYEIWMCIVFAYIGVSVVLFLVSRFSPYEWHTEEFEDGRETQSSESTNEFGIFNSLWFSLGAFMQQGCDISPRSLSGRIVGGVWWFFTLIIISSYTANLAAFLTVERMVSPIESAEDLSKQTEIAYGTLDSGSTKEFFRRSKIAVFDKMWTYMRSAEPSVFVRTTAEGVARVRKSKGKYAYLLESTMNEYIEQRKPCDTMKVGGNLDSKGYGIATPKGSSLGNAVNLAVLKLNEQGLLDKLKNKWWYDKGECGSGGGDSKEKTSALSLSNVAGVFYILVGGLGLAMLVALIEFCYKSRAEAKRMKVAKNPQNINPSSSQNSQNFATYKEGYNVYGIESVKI
AMPAR-TARP mod agonism max-min: recorded beside AMPAR-TARP mod, whose call it bears; compound max-min signal; compound-alone response (agonism);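 unitless range of fluorescence divided by baseline over first 100 seconds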
AMPAR-TARP mod glutamate slope: also measured in AMPAR-TARP mod; calls as there; glutamate slope, % of max; measured here: glutamate response slope, % max;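 scaled per plate between vehicle wells and maximal 1 mM glutamate control wells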
Numbers without * were called inactive; i = inactive; + = active, no number; & = joins results of further samples. An excerpt. The share of hits here may be higher or lower than overall.

The opening 3 compounds (preview)
AMPAR-TARP mod agonism max-min	AMPAR-TARP mod glutamate slope	AMPAR-TARP mod	compound
0.11	56	i	CCOCCn1c(=O)c2c(nc3n2CC(C)CN3c2ccccc2)n(C)c1=O (stereo not given)
0.057	41	i	CC(C)(C)NC(=O)N1CCC(CNC(=O)C2CCN(S(C)(=O)=O)CC2)CC1
0.1	32	i	O=C(CCSc1ccccc1)N1CCN(c2ccc(-c3ccccn3)nn2)CC1

The list itself, repeating the preview:
AMPAR-TARP mod agonism max-min	AMPAR-TARP mod glutamate slope	AMPAR-TARP mod	compound
0.11	56	i	CCOCCn1c(=O)c2c(nc3n2CC(C)CN3c2ccccc2)n(C)c1=O (stereo not given)
0.057	41	i	CC(C)(C)NC(=O)N1CCC(CNC(=O)C2CCN(S(C)(=O)=O)CC2)CC1
0.1	32	i	O=C(CCSc1ccccc1)N1CCN(c2ccc(-c3ccccn3)nn2)CC1
0.031	44	i	Cc1cc(NC(=O)CC(C)C)n(-c2nc(-c3cccs3)cs2)n1
0.033	36	i	O=C(Nc1ccc(CC(=O)N2CCCC2)cc1)c1ccc(Br)o1
0.078	37	i	CCOc1ccc(C)cc1S(=O)(=O)Nc1ccc2c(c1)N(C(=O)C1CC1)CC2
0.085	67	i	COc1cccc(N2CCN(S(=O)(=O)CCCOc3ccc4c(c3)OCO4)CC2)c1
0.2*	59*	+	COc1ccc(-c2nnc(NC(=O)c3ccc(S(=O)(=O)C(C)C)cc3)o2)cc1OC
0.077	61	i	CCCNC(=O)Cn1nc2c(c1NC(=O)Cc1ccc(OC)c(OC)c1)CSC2
0.076	37	i	Cc1c(C)c(C)c(S(=O)(=O)Nc2ccc(CC(=O)NCC(F)(F)F)cc2)c(C)c1C
0.08	68	i	CC1(C)Cc2cccc(OCCCS(=O)(=O)N3CCC(C(N)=O)CC3)c2O1
0.074	64	i	CN(C)C(CNS(=O)(=O)c1ccc2c(c1)OCCO2)c1ccccc1 (stereo not given)
0.13	71	i	COc1cccc2cc(C(=O)NCC(O)c3cccn3C)c(=O)oc12 (stereo not given)
0.091	60	i	NC(=O)c1oc2ccccc2c1NC(=O)C(=O)NCC1CCCO1 (stereo not given)
0.03&0.03	49&28	i	c1csc(C2CNCCN2)c1 (stereo not given)
0.07	62	i	COc1cn2c(cc1=O)C(=O)N(CCNC(=O)/C=C/c1ccco1)CC2
0.11	58	i	Cn1ccc(C(=O)Nc2ccc3c(c2)OCO3)n1
0.089	57	i	COc1cc(COCC2CCN(C(=O)/C=C/c3cccs3)CC2)cc(OC)c1
0.065	57	i	Cc1cccc(CN2CCC(c3nnc(-c4ccc(F)cc4)o3)CC2)c1
0.049	47	i	CN1CCN(Cc2ccc(NC(=O)NCCCc3ccccc3)cc2)CC1
0.079	63	i	CN1CCC(CNS(=O)(=O)c2cccc(Cl)c2)CC1
0.07	59	i	COc1ccc(-c2nnc(SCC(=O)Nc3cccc(C)c3C)n2N)cc1OC
0.046	62	i	CC(C)(CO)NC(=O)Cc1ccc(N)cc1
0.12	48	i	COc1ccccc1C(=O)N1CCN(CCNC(=O)c2ccsc2)CC1
0.19*	50*	+	O=S(=O)(NCC(O)(c1ccco1)C1CC1)c1ccc(F)c(Cl)c1 (stereo not given)
0.099	57	i	O=C(NC(=S)NC1CCS(=O)(=O)C1)c1cccs1 (stereo not given)
0.062	7	i	CCOc1ccccc1Nc1nc(-c2cccnc2)nc2ccccc12
0.07	60	i	O=C(N1CCN(Cc2nnnn2-c2ccc(F)c(F)c2)CC1)C12CC3CC(CC(C3)C1)C2
0.15	70	i	CCOC(=O)Cn1c(=O)c2c(nc3n(-c4ccc(OC)cc4)c(C)cn23)n(C)c1=O
0.038	53	i	O=C(CSc1nc(=O)n(CCO)c2c1CCC2)Nc1ccc(F)cc1F
0.086	42	i	Cc1cc(NC(=O)CCCSc2ccc(Cl)cc2)n(C(C)C)n1
0.13	59	i	COc1cc(N2CCN(C(=O)c3c(F)cccc3Cl)CC2)nc(OC)n1
0.079	42	i	COc1cc(S(=O)(=O)N2CCN(CCO)CC2)ccc1Br
0.07	32	i	O=S(=O)(NCc1ccsc1)c1ccc(Cl)s1
0.068	45	i	CCC(=O)NCCNc1cc(-n2ccnc2C)nc(C)n1
0.084	55	i	COc1ccc(SCCCC(=O)Nc2c3c(nn2C)CCC3)cc1
0.098	67	i	Cc1cc(C(=O)N2CCOCC2)nn1CC(=O)Nc1ccc2c(c1)OCO2
0.057	57	i	COc1ccc(C(=O)N2CCC3(CC2)C(=O)N(C)C(=O)N3C)cc1
0.085	57	i	CCOCCn1c(N2CCN(CC)CC2)nc2c1c(=O)[nH]c(=O)n2C
0.098	54	i	CSc1cccc(NC(=O)Cn2c(C)cc(C)c(S(=O)(=O)c3ccc(C)cc3)c2=O)c1
0.13	47	i	COc1cccc2cc(C(=O)NCC(O)c3sccc3C)oc12 (stereo not given)
0.13	67	i	COC(=O)C1C(=O)C2=C(CC1C)NC(C)=C(C(=O)OC1CCCC1)C2c1ccc(C)c([N+](=O)[O-])c1 (stereo not given)
0.09	59	i	O=C(NCCN1CCOCC1)C(=O)NCC1CCN(Cc2ccccc2)CC1
0.14	56	i	Cc1ccc(N2CCN(C(=O)c3cccs3)CC2)nn1
0.089	56	i	C=CCn1c(SCc2nc(-c3ccc(OC)cc3OC)no2)nc2cc3c(cc2c1=O)OCO3
0.069	57	i	COc1nn(C)cc1C(=O)N(CC1CCCO1)c1nc2c(C)ccc(C)c2s1 (stereo not given)
0.042	53	i	COc1ccc(OC)c(S(=O)(=O)N2C(C)CCCC2C)c1 (stereo not given)
0.06	51	i	CC(C)(C)C(=O)Nc1ccc(C(=O)Oc2ccccc2)c(O)c1
0.045	47	i	Cc1nc(C)c(C(=O)N2CCN(c3nc4c(C)c(C)ccc4s3)CC2)s1
0.14	50	i	COc1ccc(N2CCN(C(c3cccs3)C(C)NS(=O)(=O)c3ccc(Br)cc3)CC2)cc1 (stereo not given)

Further records follow:
AMPAR-TARP mod agonism max-min	AMPAR-TARP mod glutamate slope	AMPAR-TARP mod	compound
0.24*	57*	+	COc1c2c(cc3c1C(CC(=O)c1ccccc1)N(C)CC3)OCO2 (stereo not given)
0.056	9	i	COc1ccc(S(=O)(=O)Nc2ccc3c(c2)CCC(=O)N3)cc1
0.078	50	i	O=C(Cc1ccccc1)N1CCN(S(=O)(=O)N2CCCCC2)CC1
0.089	61	i	CS(=O)(=O)c1ccc(Nc2nc(CC(=O)N3CCc4ccccc43)cs2)cc1
0.031	63	i	COc1ccc(CCNC(=O)COc2ccccc2Br)cc1OC
0.093	57	i	Cn1nnnc1SCC(=O)NCCCC(=O)Nc1cccc2cccnc12
0.14	34	i	COc1cc(C)c(Cl)cc1S(=O)(=O)N1CCN=C1c1ccccc1
0.092	58	i	O=C(c1ccccc1)c1ccc(OCC(O)CN2CCN(c3ccccc3)CC2)cc1 (stereo not given)
0.084	66	i	COc1ccccc1C1(CNC(=O)Nc2ccccc2F)CCOCC1
0.049	79	i	COc1cccc(-c2noc(CSc3nc4ccccc4c(=O)n3-c3ccc(C)cc3)n2)c1OC
0.077	71	i	COc1ccc(C(=O)COC(=O)c2cc(=O)[nH]c3ccccc23)cc1
0.1	55	i	COc1ccc(-n2nnc3c(N4CCN(C(=O)C5CCCC5)CC4)ncnc32)cc1
0.038	43	i	CCOc1cccc2c1OC(c1ccccn1)N1N=C(c3cccs3)CC21 (stereo not given)
0.04	39	i	Cc1cc(C)c2nc(N(Cc3ccccn3)C(=O)CCCS(=O)(=O)c3ccccc3)sc2c1
0.12	63	i	O=C(CCc1csc(NC(=O)c2ccc(F)cc2)n1)NCCn1ncccc1=O
0.037	38	i	COc1cn(CC(=O)Nc2ccc(NC(C)=O)cc2)c(CSc2nnnn2C)cc1=O
0.041	40	i	Cn1ccnc1N1CCN(C(=O)c2cc(-c3ccc4c(c3)OCO4)n[nH]2)CC1
0.076	39	i	O=[N+]([O-])c1cccc(COc2ccc(F)cc2)c1
0.12	51	i	COc1ccc(NC(=O)CN2C(=O)c3ccccc3S2(=O)=O)cc1OC
0.077	56	i	CC1CCN(C(=O)Cc2csc(Nc3ccc(S(C)(=O)=O)cc3)n2)CC1
0.042	33	i	CSc1ccccc1-c1nnc(NC(=O)C2CCCCC2)o1
0.13	80	i	CNc1oc(-c2ccc(S(=O)(=O)N3CCc4ccccc4C3)cc2)nc1C#N
0.048	64	i	CCOC(=O)C1CCN(S(C)(=O)=O)CC1
0.096	55	i	COc1ccc(S(=O)(=O)N2CCC(C(=O)Nc3ccccc3C)CC2)cc1
0.1	64	i	COc1ccc(NC(=O)CCc2csc(NC(=O)c3cccs3)n2)cc1OC

Record cards, as listed above:
Shown for NC(=O)c1oc2ccccc2c1NC(=O)C(=O)NCC1CCCO1 (stereo not given) → AMPAR-TARP mod agonism max-min = 0.091; AMPAR-TARP mod glutamate slope = 60; AMPAR-TARP mod = i
Shown for CC(C)(CO)NC(=O)Cc1ccc(N)cc1 → AMPAR-TARP mod agonism max-min = 0.046; AMPAR-TARP mod glutamate slope = 62; AMPAR-TARP mod = i
Shown for CS(=O)(=O)c1ccc(Nc2nc(CC(=O)N3CCc4ccccc43)cs2)cc1 → AMPAR-TARP mod agonism max-min = 0.089; AMPAR-TARP mod glutamate slope = 61; AMPAR-TARP mod = i

(more compounds)
AMPAR-TARP mod agonism max-min	AMPAR-TARP mod glutamate slope	AMPAR-TARP mod	compound
0.12	61	i	CCCCOC(=O)c1ccc(OC(=O)N2CCOCC2)cc1
0.079	95	i	COc1ccc(OC)c(-c2ccc(=O)n(CC(=O)NCCc3ccccc3)n2)c1
0.067	57	i	O=C(CN1C(=O)CCC1=O)NCCC(O)c1ccccc1 (stereo not given)
0.16	63	i	COc1cc(S(=O)(=O)Nc2cccc3cn[nH]c23)c(OC)cc1Cl
0.17	69	i	Cc1noc(C2CN(C(=O)COc3ccc(Cl)cc3Cl)C2)n1
0.15	57	i	O=C(COc1ccc(Cl)cc1)Nc1nnc(Cc2cccs2)o1
0.073	57	i	O=C(CSc1cc(N2CCCC2)ncn1)NCc1cccs1
0.13	82	i	Cn1c(-c2cccs2)nn(CCNC(=O)c2ccccc2C(F)(F)F)c1=O
0.09	57	i	O=C(Cc1ccc(NS(=O)(=O)c2ccc(F)cc2F)cc1)N1CCCC1
0.057	29	i	CC(C)(C)NC(=O)N1CCC(CNC(=O)c2ccc(Br)cc2)CC1
0.1	44	i	Cc1cc(C(=O)Nc2nc3ccc(S(=O)(=O)N(C)C)cc3s2)on1
0.12	59	i	COc1ccc(CCC(=O)N(Cc2ccccn2)Cc2ccco2)cc1
0.041	70	i	CCOCCn1c(-n2nc(C)cc2C)nc2c1c(=O)n(Cc1ccc(F)cc1)c(=O)n2C
0.05	43	i	O=C(CCCn1nc(-c2ccc(F)cc2)ccc1=O)Nc1ccc(F)c(C(F)(F)F)c1
0.11	44	i	COc1ccc(NC(=O)CS(=O)(=O)c2ccc(Cl)s2)cc1Cl
0.1	49	i	COc1cccc(/C(O)=C2\C(=O)C(=O)N(c3ccccn3)C2c2ccc(OC)c(OC)c2)c1 (stereo not given)
0.14	55	i	COc1cc(C(=O)NCC(c2ccc(F)cc2)N(C)C)c([N+](=O)[O-])cc1OC (stereo not given)
0.096	81	i	CCOc1ccc(CC(=O)Oc2c(S(=O)(=O)c3ccccc3)c(C)nn2C(C)(C)C)cc1
0.072	57	i	COC(=O)c1ccc(CN2CCC(c3nnc(C4CC4)o3)CC2)cc1
0.11	37	i	COc1ccc(-c2ccc(=O)n(CCNC(=O)Nc3ccc(F)cc3)n2)cc1
0.11	48	i	CCN(Cc1ccccc1)CC(O)COC12CC3CC(CC(C3)C1)C2 (stereo not given)
0.098	45	i	COc1cccc(C(=O)Nc2cc3c4c(c2)CCN4C(=O)CC3)c1
0.11	56	i	COc1ccc(S(=O)(=O)Nc2ccc3c(c2)N(C(C)=O)CC3)cc1Cl
0.081	54	i	COc1ccc(-c2noc(CSc3nc(-c4ccccc4)cc(=O)[nH]3)n2)c(OC)c1
0.13	62	i	O=C(NCCS(=O)(=O)NCCc1c[nH]c2ccccc12)c1ccccc1
0.054	77	i	O=C(NCc1ccc2c(c1)OCO2)c1ccc(Cl)c(S(=O)(=O)N2CCCCC2)c1
0.053	70	i	Cc1cc(C)n(CCN2CCCN(C(=O)c3ccccc3C)CC2)n1
0.13	58	i	COc1ccc(Cl)cc1NC(=O)CCc1csc(NC(=O)c2ccco2)n1
0.053	45	i	CSc1ccccc1CN1CCC(CNC(=O)c2ccc3c(c2)OCO3)CC1
0.094*	69*	+	CCCCn1c(C2CC(=O)N(c3ccc(C)c(Cl)c3)C2)nc2ccccc21 (stereo not given)
0.099	62	i	COc1ccc(S(=O)(=O)N2CCCOC2CNC(=O)C(=O)NCc2ccc(C)cc2)cc1OC (stereo not given)
0.048	59	i	COc1cn(CC(=O)NCCc2ccccc2)c(CSc2nc(C)cs2)cc1=O
0.083	66	i	COc1ccc(/C=C/C(=O)Nc2ccc3c(c2)CN(C(=O)c2ccccc2)CC3)cc1OC
0.14*	67*	+	CC(=O)NCCc1nc2ccccc2n1Cc1c(C)c(C)cc(C)c1C
0.083&0.067	42&106	i	O=C(NCc1ccccn1)c1cc2cc(Br)ccc2oc1=O

Random excerpt: 2 entries already listed, in no set order.
AMPAR-TARP mod agonism max-min	AMPAR-TARP mod glutamate slope	AMPAR-TARP mod	compound
0.14*	67*	+	CC(=O)NCCc1nc2ccccc2n1Cc1c(C)c(C)cc(C)c1C
0.054	77	i	O=C(NCc1ccc2c(c1)OCO2)c1ccc(Cl)c(S(=O)(=O)N2CCCCC2)c1

Screens as filed in PubChem.
